TIM10 inh = inhibits growth of TIM10 yeast strain. AID 463195. 330,000 compounds, 1.4% hits. S. cerevisiae TIM10 strain growth, BacTiter-Glo luminescence, 24 h. inhibition, % at 10 µM;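 active = inhibition of 40% or more at the single tested concentration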;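 note: wild-type TIM10 isogenic control strain grown at permissive 25 °C; 0% = DMSO yeast wells and 100% = minimal medium wells without yeast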
NLRP3 yeast inh = inhibitors of NALP3 inflammasome in yeast; 330,000 compounds, 0.39% hits; Yeast reconstituted NLRP3/ASC/caspase-1, beta-gal luminescence, 24 h; inhibition, % at 10 µM;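 active = inhibition of 50% or more; inactive = inhibition below 50%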;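 note: plate controls were induced DMSO wells for no effect and uninduced yeast grown without galactose for full effect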
mIAP inh = mouse IAP inhibition | purified mouse IAP, CDP-Star luminescence, 30 min | inhibition, % at 10 µM | 330,000 compounds, 0.2% hits;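 active = inhibition of at least 40% at 10 µM in the primary screen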;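 note: plate controls were DMSO with enzyme for no effect and no enzyme wells for full effect; values of inactives mirror those of a sister screen read the other way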
Apaf-1 inh = blocks human Apaf-1 apoptosome activity; O14727; reconstituted apoptosome caspase-3 activity, DEVD-Rh110 fluorescence; inhibition, % at 20 µM; 330,000 compounds, 0.71% hits; AID 489030; active = inhibition of at least 40% at 20 µM;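 note: plate controls were DMSO wells for no effect and DEVD-CHO caspase inhibitor wells for full effect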
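Material: reconstituted apoptosome with Apaf-1, cytochrome c, caspase-9, procaspase-3, dATP / Buffer or medium: pH 7.5 Hepes buffer with CHAPS, BSA, DTT / Also added: cytochrome c with DEVD-Rh110 / Schedule: compound with Apaf-1, dATP, procaspase-3 30 min, then 50 min reaction, room temperature / Technique: rhodamine 110 fluorescence at Ex 480/Em 540 nm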
tim10-1 inh = tim10-1 yeast growth inhibition; S. cerevisiae tim10-1 ts strain growth, BacTiter-Glo, 24 h; inhibition, % at 20 µM; 330,000 compounds, 2.2% hits; AID 463190;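 active = inhibition of at least 40%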;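 note: mutant grown at 25 °C; 0% = DMSO wells with yeast and 100% = wells holding no yeast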
ATG4B inhibitor = inhibitors of human ATG4B cysteine protease. ATG4B cleavage of LC3-PLA2, NBD-HPC fluorescence, 1 h. inhibition, % at 8.33 µM. 340,000 compounds, 0.51% hits. AID 504462; in the data active = inhibition above about 40%
Target sequence (Q9Y4P1 whole entry, looked up): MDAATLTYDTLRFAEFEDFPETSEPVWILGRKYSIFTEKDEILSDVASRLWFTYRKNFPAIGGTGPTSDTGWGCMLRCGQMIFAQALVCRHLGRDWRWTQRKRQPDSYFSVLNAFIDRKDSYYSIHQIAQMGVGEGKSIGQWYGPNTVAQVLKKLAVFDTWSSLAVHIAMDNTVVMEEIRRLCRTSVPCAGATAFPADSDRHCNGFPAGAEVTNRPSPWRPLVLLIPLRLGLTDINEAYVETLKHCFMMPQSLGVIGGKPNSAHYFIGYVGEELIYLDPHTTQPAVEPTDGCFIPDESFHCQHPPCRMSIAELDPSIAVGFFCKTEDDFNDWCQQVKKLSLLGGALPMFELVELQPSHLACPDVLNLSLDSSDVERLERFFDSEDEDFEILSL
hIAP act = human IAP activation; 330,000 compounds, 0.16% hits; P09923; purified human IAP, CDP-Star luminescence, 30 min; stronger effect = higher value; 1 = vehicle-only enzyme, 0 = enzyme-free background; AID 2524; activation factor at 10 µM;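 active = activation factor of the enzyme at least 2-fold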; note: the source names both 10 and 20 µM as test concentration; values of inactives mirror those of a sister screen read the other way
Target sequence (P09923 whole entry, looked up): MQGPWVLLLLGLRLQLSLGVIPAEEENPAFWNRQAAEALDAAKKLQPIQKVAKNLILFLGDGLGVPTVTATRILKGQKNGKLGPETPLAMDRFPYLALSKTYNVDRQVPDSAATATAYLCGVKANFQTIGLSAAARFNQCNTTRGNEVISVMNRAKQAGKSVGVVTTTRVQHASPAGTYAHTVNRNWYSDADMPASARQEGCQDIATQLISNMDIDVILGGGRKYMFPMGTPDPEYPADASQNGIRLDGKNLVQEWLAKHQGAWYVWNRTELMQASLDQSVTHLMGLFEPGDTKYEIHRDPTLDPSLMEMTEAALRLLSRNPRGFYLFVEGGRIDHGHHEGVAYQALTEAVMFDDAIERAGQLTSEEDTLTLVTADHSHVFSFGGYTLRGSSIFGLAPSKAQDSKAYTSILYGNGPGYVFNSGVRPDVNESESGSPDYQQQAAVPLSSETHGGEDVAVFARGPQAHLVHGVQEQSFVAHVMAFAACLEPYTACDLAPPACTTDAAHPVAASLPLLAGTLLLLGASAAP
hIAP inh = human IAP inhibition | AID 2544 | 330,000 compounds, 0.12% hits | inhibition, % at 10 µM | P09923 | purified IAP, CDP-Star luminescence, 30 min;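 active = inhibition reaching a set limit with compound at 10 µM in the primary screen, cut at about 35% in these data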;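 note: plate controls were DMSO wells with enzyme for no effect and no-enzyme buffer wells for full effect; values of inactives mirror those of a sister screen read the other way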
mIAP activ = increases mouse intestinal alkaline phosphatase activity; muIAP, CDP-Star luminescence, 30 min; stronger effect = higher value; 1 = vehicle-only enzyme signal, 0 = enzyme-free wells; activation factor at 10 µM; 330,000 compounds, 0.24% hits; AID 2805;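 active = activation factor of at least 2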; note: the source names both 10 and 20 µM as test concentration; values of inactives mirror those of a sister screen read the other way
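System: Mouse IAP enzyme | Also added: CDP-Star substrate | Dosing: Compounds dispensed in DMSO | Schedule: 30 min enzyme-substrate-compound incubation at room temperature | Technique: Chemiluminescence readout | Control set: DMSO-only wells and no-enzyme negative control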
An asterisk follows results filed as active; x = not tested or not shown. Compounds as they come; about 4.5% have a hit in one of these screens.

SMILES	TIM10 inh	NLRP3 yeast inh	mIAP inh	Apaf-1 inh	tim10-1 inh	ATG4B inhibitor	hIAP act	hIAP inh	mIAP activ
CCOC(=O)C(NC(=O)Nc1ccc(O)cc1)(c1ccccc1)C(F)(F)F (centres undefined)	-2	21	-12	26	8	-7	1	-4	1.1
O=C1CCC(C(=O)Nc2ccc(Cl)cc2)N1 (centres undefined)	9	13	-9	-11	2	0	1.4	-38	1.1
CCn1c(CC(=O)Nc2ccc(C)cc2)nnc1SCC(=O)N1CCOCC1	-16	6	-2	9	6	-8	0.85	15	1
CC(C)OCCCNc1ncc2c(n1)CC(c1cccs1)CC2=O (centres undefined)	13	15	1	7	9	-8	0.83	17	0.99
Clc1cccc(Cc2nn[nH]n2)c1	2	6	13	7	-26	0	0.92	8	0.87
CC(C)(C)CN1CCN(Cc2cccnc2)CC1CCO (centres undefined)	-5	12	-3	-5	-30	-9	1	-2	1
COc1cccc(NC(=S)NN=C2CCC(C(C)(C)C)CC2)c1 (centres undefined)	4	19	5	22	37	2	1	-2	0.95
NS(=O)(=O)c1ccc(NC(=O)COC(=O)c2ccc(Cl)cc2[N+](=O)[O-])cc1	-9	13	-2	-12	-7	-8	1.1	-12	1
COc1ccc(-c2cccc(C3CC=CC4C3C(=O)N(Cc3ccccc3)C4c3ccc(OC)c(Cl)c3)c2)cc1 (centres undefined)	67*	14	15	7	49*	7	0.92	8	0.85
COc1ccc(N2CCN(C(c3cccs3)C(C)NC(=O)C(=O)N3CCCCC3)CC2)cc1 (centres undefined)	13	-1	7	7	2	2	1.1	-7	0.93
CCCc1cc2c(cc1NC(=O)c1ccc(C)cc1)OCO2	-6	40	-10	11	3	-9	1.1	-10	1.1
COc1ccc(-c2cccc(C3CC=CC4C3C(=O)N(Cc3ccccc3)C4c3cc(C)ccc3F)c2)cc1 (centres undefined)	38	6	2	9	35	x	0.78	22	0.97
CCCc1nc(C)c(-c2ccc(OC)c(OC)c2)c(=O)[nH]1	-11	12	-11	-3	4	-3	1.3	-31	1.1
O=C(Nc1ccccc1)Nc1sccc1-c1nc2ccccc2s1	6	14	17	17	21	-7	0.92	8	0.83
O=C(O)CC(CC(=O)Nc1ccc2ccccc2n1)c1ccccc1 (centres undefined)	-3	6	-1	-4	6	-2	0.95	4	1
CCCOC(=O)c1ccc(OCC(O)CN2CCN(C(=O)c3ccccc3)CC2)cc1 (centres undefined)	1	10	-20	11	24	6	1.3	-29	1.2
C/C(=N\NC(=O)COc1cccc(Br)c1)c1ccc2c(c1)OCCO2	7	23	14	11	-1	2	0.98	2	0.86
CCCOc1c(OC)cccc1C1CC(=O)Nc2cc3c(cc21)OCO3 (centres undefined)	-9	19	3	27	21	1	1.1	-6	0.97
Cc1nn(C)c(C(=O)N2CCN(C(=O)c3ccco3)CC2)c1[N+](=O)[O-]	-1	0	1	-11	3	16	1.1	-6	0.99
CN(C)CCCNC(=O)C(=O)NCC1OCCN1S(=O)(=O)c1cccs1 (centres undefined)	-7	1	1	64*	-3	3	1.1	-5	0.99

Ordered by value in ATG4B inhibitor (high to low): 3 from the list above
| Compound | ATG4B inhibitor |
| --- | --- |
| Cc1nn(C)c(C(=O)N2CCN(C(=O)c3ccco3)CC2)c1[N+](=O)[O-] | 16 |
| CCCc1nc(C)c(-c2ccc(OC)c(OC)c2)c(=O)[nH]1 | -3 |
| NS(=O)(=O)c1ccc(NC(=O)COC(=O)c2ccc(Cl)cc2[N+](=O)[O-])cc1 | -8 |

Fetched by compound from above (three):
SMILES	TIM10 inh	NLRP3 yeast inh	mIAP inh	Apaf-1 inh	tim10-1 inh	ATG4B inhibitor	hIAP act	hIAP inh	mIAP activ
COc1ccc(N2CCN(C(c3cccs3)C(C)NC(=O)C(=O)N3CCCCC3)CC2)cc1 (centres undefined)	13	-1	7	7	2	2	1.1	-7	0.93
O=C(Nc1ccccc1)Nc1sccc1-c1nc2ccccc2s1	6	14	17	17	21	-7	0.92	8	0.83
CCCOC(=O)c1ccc(OCC(O)CN2CCN(C(=O)c3ccccc3)CC2)cc1 (centres undefined)	1	10	-20	11	24	6	1.3	-29	1.2

Shown as a hit in TIM10 inh (from the list above):
compound | TIM10 inh | NLRP3 yeast inh | mIAP inh | ATG4B inhibitor | hIAP act | hIAP inh | mIAP activ
COc1ccc(-c2cccc(C3CC=CC4C3C(=O)N(Cc3ccccc3)C4c3ccc(OC)c(Cl)c3)c2)cc1 (centres undefined) | 67* | 14 | 15 | 7 | 0.92 | 8 | 0.85

The results go on:
SMILES	TIM10 inh	NLRP3 yeast inh	mIAP inh	Apaf-1 inh	tim10-1 inh	ATG4B inhibitor	hIAP act	hIAP inh	mIAP activ
CCCCNC(=O)O[C@H]1C[C@@H]2CCN3C(=O)CCC[C@H]([C@H]1CC)[C@H]23	1	19	1	2	3	-5	0.89	11	0.99
CC(C)c1ccc(OCCCN2CCCC2)cc1	13	33	-1	-4	-15	0	1.1	-12	1
CCOc1ccccc1NC(=O)N1CCC(n2nnc3cc(C)ccc32)CC1	9	26	1	0	24	-7	0.95	5	0.99
COc1cccc(-c2csc(N3CCN(CC(=O)NNC(=O)c4ccc(Br)cc4)CC3)n2)c1	-26	-1	3	6	-35	-24	1.6	-61	0.97
CCC(Oc1ccccc1)C(=O)N1CCN(C(=O)C(CC)Oc2ccccc2)CC1 (centres undefined)	-3	3	-11	-6	-3	-15	1.2	-22	1.1
C=CCn1c(C)cc(C(=O)COC(=O)c2ccc(N)c([N+](=O)[O-])c2)c1C	-1	10	4	18	-10	-13	1	0	0.96
Cc1ccc(C)c(NC(=O)Cc2nc(CNCC(C)C)cs2)c1	9	15	5	-5	-2	3	0.96	4	0.95
COc1cc(C(Nc2ccc(S(=O)(=O)N3CCC(C)CC3)cc2)C(=O)NCC2CCCO2)cc(OC)c1OC (centres undefined)	11	9	-37	-1	8	-6	1.1	-5	1.4
COc1ccc(-c2ccc(SCC(=O)c3ccccc3)nn2)cc1OC	18	-39	-6	14	19	3	1	-3	1.1
CCN(CC(=O)Nc1cccc(OC)c1)CC(=O)Nc1ccccc1C	16	3	2	-3	4	-1	1.1	-9	0.97
CCOC(=O)C1CCCN(C(=O)CN2C(=O)C(CC)Oc3ccc(C)cc32)C1 (centres undefined)	10	19	-2	-24	20	4	1.8	-75	1
NS(=O)(=O)c1ccc(NC(=O)/C=C/c2ccccc2[N+](=O)[O-])cc1	10	13	13	1	2	-13	1	0	0.87
C=Cc1ccc(Cn2c(=O)n(C)c(=O)c3sccc32)cc1	-3	26	-2	6	4	0	0.95	5	1
Cc1ccc([N+](=O)[O-])cc1NC(=O)CSc1n[nH]c(-c2cccnc2)n1	0	16	4	0	-18	-4	0.82	18	0.96
Cc1c(C(=O)N2CCCC(C(F)(F)F)C2)oc2ccccc12 (centres undefined)	0	16	-5	0	-8	3	0.95	5	1.1
CC[C@@H]1C=C(C(=O)O)[C@H](c2ccc(Cl)c(Cl)c2)N1S(=O)(=O)c1ccc(C)cc1	24	1	3	-2	24	15	0.93	7	0.97
O=C(NCc1ccncc1)C(=O)NCc1ccco1	0	5	1	-6	10	5	0.7	30	0.99
C=C1C(=O)[C@@]23[C@H](O)C[C@@H]4C(C)(C)CC[C@H](O)[C@@]4(C)[C@@H]2CC[C@@H]1[C@H]3O	24	8	-12	7	30	9	1.1	-6	1.1
Cc1cccc(-c2n[nH]c(=S)n2/N=C/c2ccco2)c1	3	19	-12	4	31	-6	1	-2	1.1
Cc1cc(NC(=O)C(=O)NCc2cccc(Cl)c2)no1	18	10	9	-18	1	2	0.87	13	0.91
CCN(CC)S(=O)(=O)c1ccc(C(C)NC(=O)Cc2c[nH]c3ccccc23)cc1 (centres undefined)	-20	3	3	3	1	-3	1.1	-8	0.97
CC(=O)N1CCN(S(=O)(=O)c2cccc(C(=O)Nc3nc4c(s3)CCCC4)c2)CC1	6	1	7	2	8	-6	0.91	9	0.93
COC(=O)[C@H](Cc1ccccc1)NC(=O)Nc1ccc(S(N)(=O)=O)cc1	0	8	7	-14	14	-1	0.94	6	0.93
CCCCC(=O)Nc1ccc(NC(=S)NC(=O)CC(C)C)cc1OC	32	16	13	5	34	-8	0.95	5	0.87
C=CCN1C(=O)/C(=C2\SC(N3CCOCC3)=NC2=O)c2cc(Br)ccc21	29	23	5	21	51*	-7	1.1	-9	0.95
O=C(NCc1ccccn1)C1CC(c2ccc(Cl)c(Cl)c2)=NO1 (centres undefined)	-1	23	4	12	-18	-4	0.96	4	0.96
O=S(=O)(c1ccc2oc(=S)[nH]c2c1)N1CCCCC1	6	3	6	-13	-8	-7	0.9	10	0.94
Cc1cccc(CN2CCN(C(c3ccccc3)c3ccc(Cl)cc3)CC2)c1 (centres undefined)	34	18	3	16	22	7	0.94	6	0.97
CCS(=O)(=O)c1ccc(O)c(N2C(=O)C3C4C=CC(C4)C3C2=O)c1 (centres undefined)	-9	-4	3	-8	-28	1	1.1	-13	0.97
COc1ccc(C(C(=O)NCC2CCCO2)N(C(=O)CNC(=O)c2cccs2)c2ccc(C(C)=O)cc2)cc1OC (centres undefined)	-2	-2	-4	-6	6	4	1	-2	1
Cc1noc(C)c1C(=O)Nc1nc(-c2ccccc2Cl)cs1	25	45	15	15	26	10	0.97	3	0.85
N#CCCn1c(SCC(=O)NCc2ccco2)nc2ccccc21	-1	26	11	-10	6	-5	1.1	-7	0.89
CC(C)Cn1cc(F)c(=O)n(CC(C)C)c1=O	-9	-1	4	4	-8	-4	0.9	10	0.96
Cc1ccc(NS(=O)(=O)c2ccc(OCC(=O)NCc3ccncc3)cc2)cc1	-2	9	-6	6	4	-9	0.93	8	1.1
N#Cc1cc2c(nc1SCc1cccnc1)CCCC2	34	-11	2	10	18	2	0.91	9	0.97
C=CCn1c(SCC(=O)NC2CC2)nnc1-c1ccccn1	9	-3	14	-1	-1	3	1.1	-7	0.86
CCOC(=O)CNC(=O)C1CCCc2c1[nH]c1ccc(Cl)cc21 (centres undefined)	11	26	-9	0	21	-10	0.99	1	1.1

3 of the compounds above, field by field.
Cc1noc(C)c1C(=O)Nc1nc(-c2ccccc2Cl)cs1
  TIM10 inh: 25
  NLRP3 yeast inh: 45
  mIAP inh: 15
  Apaf-1 inh: 15
  tim10-1 inh: 26
  ATG4B inhibitor: 10
  hIAP act: 0.97
  hIAP inh: 3
  mIAP activ: 0.85

CCN(CC)S(=O)(=O)c1ccc(C(C)NC(=O)Cc2c[nH]c3ccccc23)cc1 (centres undefined)
  TIM10 inh: -20
  NLRP3 yeast inh: 3
  mIAP inh: 3
  Apaf-1 inh: 3
  tim10-1 inh: 1
  ATG4B inhibitor: -3
  hIAP act: 1.1
  hIAP inh: -8
  mIAP activ: 0.97

C=CCn1c(SCC(=O)NC2CC2)nnc1-c1ccccn1
  TIM10 inh: 9
  NLRP3 yeast inh: -3
  mIAP inh: 14
  Apaf-1 inh: -1
  tim10-1 inh: -1
  ATG4B inhibitor: 3
  hIAP act: 1.1
  hIAP inh: -7
  mIAP activ: 0.86
